# Screens deposited in PubChem BioAssay by National Center for Advancing Translational Sciences (NCATS).
# TexasRed fluor: alters Texas Red total fluorescence, flagging assay interference; TRb/SRC2 Texas Red total fluorescence interference; Potency, µM (highest dose often 106 µM), without a hit: top-dose fluorescence change, negative = quenching; actives 0.29% (n = 280,000); AID 1479; active means well fitted curve in either direction with a large enough effect; inconclusive means small, poorly fitted or top-dose-only effect
#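 Human TRb ligand-binding domain at 0.6 uM with 20 nM Texas Red SRC2 peptide in Tris buffer containing 1 uM T3 and 5% DMSO, incubated with compound 5 h at ambient temperature. Total fluorescence (555/632 nm) calculated as parallel + 2 × perpendicular.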
# TRb-SRC2 inh: disrupts binding of human TR beta to SRC2; Potency, µM (top dose mostly 106 µM), inactives show at the highest dose activity change, negative = inhibition, usual class: inhibitors; TRbeta-SRC2 peptide binding, fluorescence polarization; receptor liganded with 1 µM T3; P10828; actives 0.065% (n = 280,000); active means well fitted inhibition curve with a large enough effect; inconclusive means small, poorly fitted or top-dose-only effect, or effect the other way;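 further: plate controls were bound peptide for no effect and peptide without receptor for full effect; nearly all actives have a fitted effect of over 50% in size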
# Target sequence (P10828 whole entry, looked up): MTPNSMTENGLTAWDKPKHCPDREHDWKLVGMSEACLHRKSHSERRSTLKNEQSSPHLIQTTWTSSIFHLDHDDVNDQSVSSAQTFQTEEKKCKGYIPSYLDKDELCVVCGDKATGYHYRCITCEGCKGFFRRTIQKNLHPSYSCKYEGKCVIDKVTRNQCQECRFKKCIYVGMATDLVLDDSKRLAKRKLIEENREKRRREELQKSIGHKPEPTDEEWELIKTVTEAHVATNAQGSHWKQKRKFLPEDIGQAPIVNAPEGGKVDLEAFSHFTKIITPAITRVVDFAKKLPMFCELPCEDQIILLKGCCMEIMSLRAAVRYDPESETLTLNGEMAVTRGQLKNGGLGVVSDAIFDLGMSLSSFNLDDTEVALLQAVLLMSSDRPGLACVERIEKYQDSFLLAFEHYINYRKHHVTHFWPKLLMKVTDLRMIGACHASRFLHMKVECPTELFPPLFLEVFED
#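 Human TRb LBD (0.6 uM) plus Texas Red-labeled SRC2 peptide (20 nM), 1uM T3, 5% DMSO, 5 hr at ambient temperature. Decreased polarization (555/632 nm) flags inhibition; data normalized to free and bound peptide controls.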
# Numbers without * were called inactive; ? = inconclusive; [ ] = remark or other dose. Unless noted, on the % scale 0 is the no-effect control and ±100 the full control effect; potency means the concentration at half of the fitted maximal effect. A portion of the library; count on the stated rates, not on these rows.
smiles | TexasRed fluor | TRb-SRC2 inh
CCc1ccc(CNC(=O)c2ccc3c(c2)c(C)c(C)n3Cc2ccccc2)cc1 | 0% | -1%
COc1ccc(NC(=O)C2=C(C)Nc3nc(SCc4ccccc4)nn3C2c2cc(OC)ccc2OC)cc1 (centres undefined) | 0% | 4%
COc1ccc(-c2cc3c(=O)n(CC(=O)Nc4cc(F)ccc4F)ccn3n2)cc1OC | -2% | -1%
CCCc1cnc2c(c1SCc1cccc(C)c1)c(=O)n(C)c(=O)n2C | -1% | -6%
CCCCc1nn2c(=O)cc(COC(=O)c3cccc(NC(=O)c4cccc(C)c4)c3)nc2s1 | -1% | -6%
COc1ccc(NC(=O)C2CCN(S(=O)(=O)c3ccc4c(c3)CCCC(=O)N4)CC2)cc1OC | -1% | -3%
CC(CNC(=O)c1cc(-c2ccccc2)n[nH]1)c1ccccc1 (centres undefined) | -3% | -8%
COc1ccc(NC(=O)CCc2nc3c(C)nn(-c4ccc(C)cc4)c3n(C)c2=O)cc1 | 0% | -3%

# Quoted from the listing.
# CCCc1cnc2c(c1SCc1cccc(C)c1)c(=O)n(C)c(=O)n2C in TexasRed fluor shows -1%
# CCCCc1nn2c(=O)cc(COC(=O)c3cccc(NC(=O)c4cccc(C)c4)c3)nc2s1 in TRb-SRC2 inh shows -6%
# COc1ccc(NC(=O)C2CCN(S(=O)(=O)c3ccc4c(c3)CCCC(=O)N4)CC2)cc1OC in TRb-SRC2 inh shows -3%

# (further entries)
smiles | TexasRed fluor | TRb-SRC2 inh
COc1cc(NC(=O)C2CCCN(S(=O)(=O)c3ccc4c(c3)CCCC(=O)N4)C2)cc(OC)c1 (centres undefined) | -1% | 0%
CCOC(=O)c1ccc2c(c1)N(Cc1cc(C)ccc1C)C(=O)c1ccccc1S2(=O)=O | 1% | 3%
Cn1c(=O)c2nc(SCC(=O)Nc3cc(Cl)cc(Cl)c3)n(C)c2n(C)c1=O | -3% | -5%
Cc1cc(C(=O)Nc2ccc(-n3c(C)nc4ccccc4c3=O)cc2)ccc1[N+](=O)[O-] | 1% | -1%
COc1cccc(C(=O)Nc2ccc(-c3nc4ccc(C)cc4s3)cc2)c1OC | 0% | -6%
COC(=O)c1sccc1S(=O)(=O)N1CCN(c2ccc(C(C)=O)cc2)CC1 | ? | -17%
COc1ccc(NC(=O)CN2C(=O)C3(SCC(=O)N3c3ccccc3)c3ccccc32)cc1Cl (centres undefined) | -2% | 6%
COc1cccc(N2CCN(C(=O)c3ccc(C)c(NC(=O)c4nsc5ccccc45)c3)CC2)c1 | -3% | -3%
Cc1oc(-c2ccc(C(=O)NCc3cccc(F)c3)cc2)nc1COc1ccccc1 | 2% | 0%
COC(=O)c1sccc1S(=O)(=O)N(CC(=O)NCc1ccc(F)cc1)c1ccccc1 | -2% | -4%
COc1ccccc1NC(=O)CSC1=Nc2ccccc2C2=NC(CC(=O)NCc3cccs3)C(=O)N12 (centres undefined) | 3% | 6%
Cc1ccc(N2CC(C(=O)NCCS(=O)(=O)N3CCN(c4ccccc4F)CC3)CC2=O)cc1 (centres undefined) | -2% | 2%
COc1ccc(Cl)c2sc(NC(=O)c3ccc(S(=O)(=O)N4CCCC4)cc3)nc12 | -3% | 0%
COc1ccc(-c2c(C)c3ccc(O)c(CN4CCCC(C)C4)c3oc2=O)cc1OC (centres undefined) | 0% | 3%
COc1ccc(Cn2ccc3nc(C)c(C(=O)NCc4ccc(F)cc4)cc3c2=O)cc1 | -4% | 7%
Cc1ccccc1OCC(=O)Nc1nnc(SCc2cc(=O)n3cc(Cl)ccc3n2)s1 | -3% | 4%
COc1ccc(-n2ccnc(NCCc3ccc(S(N)(=O)=O)cc3)c2=O)cc1Cl | -1% | -5%
COCCNC(=O)CSc1nnc(NC(=O)Nc2ccc(C)cc2)s1 | -1% | 0%
CC(C)(C)c1ccc(C(=O)NNc2ncnc3c2cnn3-c2ccc(Cl)cc2)cc1 | -2% | 3%
CC1CCN(S(=O)(=O)c2ccc3[nH]ccc3c2)CC1 | -2% | -1%
CCN(CC)CCNC(=O)c1c(C)oc2ncn(C)c(=O)c12 | 0% | -1%
COc1ccc2cc(CNc3ccc(C)cc3)c(=O)n(CC(=O)Nc3ccc(OC)c(Cl)c3)c2c1 | 0% | 1%
Cc1ccc(Cn2cnc3nc4c(cc3c2=O)CCCC4)cc1 | -25% | 7%
COc1cn(CC(=O)Nc2ccc(C)cc2)c(CN2CCCCC2)cc1=O | 0% | 5%
CCOc1ccc(-c2cc3c(=O)n(CC(=O)NCc4ccc(OC)cc4)ccn3n2)cc1 | -1% | -6%
CCOC(=O)c1cccc(NC(=O)c2cc(CN3CCOCC3)on2)c1 | -4% | -5%
CCOC(=O)c1c(N)n(-c2cccc(OC)c2)c2nc3ccccc3nc12 | ? | 3%
CCOc1ccc(Nc2sc(C(=O)c3ccc(F)cc3)c(N)c2S(=O)(=O)c2ccc(C)cc2)cc1 | -7% | -1%
CC(C)c1nn2c(=O)cc(COC(=O)c3cccc(NC(=O)c4ccccc4F)c3)nc2s1 | -1% | -5%
COc1ccc(OC)c(CCNC(=O)c2c(C)oc3ncn(CC(C)C)c(=O)c23)c1 | 1% | 2%
COc1ccc(CNC(=O)c2cc3cccc4c3n2CC(C)S4)c(OC)c1 (centres undefined) | -4% | 3%
COc1cccc(N2CCN(C(=O)c3cc4c(=O)n(Cc5ccccc5)ccc4nc3C)CC2)c1 | ? | -10%

# Next section.
structure,TexasRed fluor,TRb-SRC2 inh
CCOC(=O)c1cccc(NC(=O)Cn2cnc3nc4c(cc3c2=O)CCCC4)c1,-1%,2%
Cc1ccc2nc(N(Cc3cccnc3)C(=O)CCOc3ccccc3)sc2c1,1%,2%
CCc1ccc(-n2nc(C)c3c(C)cc(=O)n(CC(=O)Nc4ccc(C)c(F)c4)c32)cc1,1%,-10%
O=C(c1ccc2c(c1)N(Cc1cccc(Cl)c1)C(=O)c1ccccc1S2(=O)=O)N1CCN(c2cccc(C(F)(F)F)c2)CC1,-4%,-7%
Cc1ccc2c(CNCC(C)c3ccccc3)c(C(=O)O)n(Cc3ccccc3C)c2c1 (centres undefined),-3%,0%
CCOC(=O)c1cccc(NC(=O)CCn2nc(C)c3c(C)n(-c4ccccc4)nc3c2=O)c1,0%,-1%
Cc1ccc(Cl)cc1NC(=O)c1oc2ccc(S(=O)(=O)N(C)C3CCCCC3)cc2c1C,0%,-7%
COc1ccccc1N1CCN(S(=O)(=O)c2cc(C(=O)Nc3ccc(Oc4ccccc4)cc3)ccc2F)CC1,-1%,-3%
N#Cc1cccc(NC(=O)CCNS(=O)(=O)c2ccc3c(c2)CCN3C(=O)C2CC2)c1,-2%,-6%
COC(=O)c1c(SC)nc2ccccc2c1OCc1ccccc1C,-1%,-2%
COC(=O)c1c(SCC(=O)Nc2cccc(Cl)c2C)[nH]c2ccccc2c1=O,-1%,6%
CC(C)CCN(C(=O)Nc1ccc(Cl)c(Cl)c1)C1CCN(C(C)C)CC1,0%,-7%
Cn1c(=O)c2c(SCC(=O)NCc3ccco3)nc(-c3ccccc3F)nc2n(C)c1=O,-3%,-5%
CCc1ccccc1NC(=O)Cn1nnc(C(=O)Nc2ccc(C)c(F)c2)c1N,0%,-9%
Nc1ncc(S(=O)(=O)NCc2cccc(Cl)c2)cn1,-1%,0%
COc1ccccc1Nc1nn2c(=O)c3ccc(C(=O)N4CCCCC4)cc3nc2s1,-1%,9%
CCOC(=O)c1cc(C)n(CC2CCC(C(=O)Nc3cccc(C(C)=O)c3)CC2)c1C (centres undefined),-3%,-5%
O=C(NCC1CCN(Cc2ccc(F)cc2)CC1)c1cc2ccc3cccnc3c2[nH]1,-8%,0%
CC(=O)c1cc2c(cc1NC(=O)c1cnn(-c3ccc(C)cc3)c1-n1cccc1)OCO2,-3%,2%
COc1ccccc1N1CCN(C(=O)Nc2cn(CC(C)C)c(=O)c3ccccc23)CC1,-4%,7%
CCOC(=O)c1ccc(NC(=O)c2cc3c([nH]c2=O)CC(c2ccccc2)CC3=O)cc1 (centres undefined),1%,5%
CN(C)c1cccc(C(=O)Nc2nc3ccc(S(=O)(=O)NC(C)(C)C)cc3s2)c1,-4%,6%
Cc1cc(NC(=O)CSc2nc(-c3ccccc3C)nc3c2c(=O)n(C)c(=O)n3C)no1,0%,1%
CCn1cc2nc(SCc3cccc(C(F)(F)F)c3)n(Cc3ccc(OC)cc3)c(=O)c2n1,-2%,5%
CCOc1ccc(NS(=O)(=O)c2ccc3c(c2)NC(=O)CCS3)cc1,-3%,2%
O=C(NCc1ccc(Cl)cc1)c1ccc2c(c1)nnn2C1CCCC1,-1%,1%
COc1ccc(C(c2c(O)cc(C)n(Cc3ccco3)c2=O)N2CCN(c3ccccc3)CC2)cc1 (centres undefined),-2%,3%
CCOC(=O)c1ccc(CN(Cc2ccccc2C)S(=O)(=O)c2ccc(F)c(C)c2)cc1,1%,3%
CCc1ccc(-n2c(=O)c3cccnc3n2CC(=O)Nc2cc(F)ccc2F)cc1,2%,-5%
Cc1ccc(Cl)cc1NC(=O)Cn1c(SCC(=O)NCc2ccccc2)nc2ccccc21,0%,0%

# Compound profiles (already shown):
# COc1ccc(-n2ccnc(NCCc3ccc(S(N)(=O)=O)cc3)c2=O)cc1Cl across the screens: TexasRed fluor = -1%; TRb-SRC2 inh = -5%
# COc1ccc(NC(=O)C2CCN(S(=O)(=O)c3ccc4c(c3)CCCC(=O)N4)CC2)cc1OC across the screens: TexasRed fluor = -1%; TRb-SRC2 inh = -3%

# Among those listed so far, these have a CF3 group.
structure,TexasRed fluor,TRb-SRC2 inh
O=C(c1ccc2c(c1)N(Cc1cccc(Cl)c1)C(=O)c1ccccc1S2(=O)=O)N1CCN(c2cccc(C(F)(F)F)c2)CC1,-4%,-7%
CCn1cc2nc(SCc3cccc(C(F)(F)F)c3)n(Cc3ccc(OC)cc3)c(=O)c2n1,-2%,5%

# Remaining list, next part.
structure,TexasRed fluor,TRb-SRC2 inh
Cc1c(-c2nc(-c3ccccc3)no2)nnn1-c1cccc(C(F)(F)F)c1,-2%,1%
COc1ccc(NC(=O)Cn2nnc(C(=O)NCc3ccccc3Cl)c2N)cc1Cl,-9%,6%
COc1ccccc1CNC(=O)c1cc2cccc3c2n1CC(C)S3 (centres undefined),-6%,7%
COc1cccc(C2=CC(c3ccccc3F)n3ncc(C(=O)Nc4ccc(F)cc4)c3N2)c1 (centres undefined),-8%,9%
Cc1ccc(N2CC(NC(=O)c3cccc(Cl)c3)CC2=O)cc1C (centres undefined),1%,4%
O=C(CSc1nc2c([nH]c3ccccc32)c(=O)n1-c1ccccc1)N1CCc2ccccc21,-15%,5%
COc1ccc(CC(=O)NCCc2sc(-c3cccc(F)c3)nc2C)cc1,2%,-2%
C=Cc1ccc(P(c2ccccc2)c2ccccc2)cc1,3%[201 µM],11%[201 µM]
COCCCNC(=O)CSC1=Nc2ccccc2C2=NC(CCC(=O)NCc3ccc(OC)cc3)C(=O)N12 (centres undefined),-1%,2%
COc1ccccc1NC(=O)CSC1=Nc2ccccc2C2=NC(Cc3ccccc3)C(=O)N12 (centres undefined),-2%,-5%
CCc1ccc(NC(=O)CSc2nc3n[nH]c(C)c3c(=N)n2-c2ccc(C)cc2)cc1,1%,-7%
Cc1ccc(C)c(-n2nnc(-c3nc(-c4ccccc4C)no3)c2C)c1,2%,-7%
CC(=O)Nc1cccc(NC(=O)C2(c3cccs3)CCOCC2)c1,0%,-3%
COc1ccc(Cl)cc1NC(=O)c1c(NCc2cccnc2)sc2c1CCC(C)C2 (centres undefined),-5%,-3%
CC1(C)C(=O)N(Br)C(=O)N1Cl,-2%[201 µM],1%[201 µM]
CCOC(=O)C1CCC(CN(Cc2cccc(Br)c2)S(=O)(=O)c2ccc(Cl)cc2)CC1 (centres undefined),-1%,-6%
CCOc1ccc(NC(=O)CN2CCN(c3ccc(Cl)cc3)CC2)cc1,0%,1%
Cn1ncc2c(NCc3ccc(Cl)cc3)ncnc21,-2%,-1%
COc1cc(NS(=O)(=O)c2ccc3c(c2)CCN3S(C)(=O)=O)cc(OC)c1,0%,-8%
COc1ccc(Nc2cc(C)nc(-n3nc(C)cc3C)n2)cc1Cl,-1%,-3%
CCOc1ccc(CNS(=O)(=O)c2ccc3c(c2)CCCN3C(C)=O)cc1,2%,4%
Cc1ccc(-c2nc(C)c(CCNC(=O)C(=O)Nc3ccc4c(c3)OCCO4)s2)cc1,0%,1%
CCOc1ccc(NC(=O)CN2CCSc3ccc(S(=O)(=O)N4CCCC4)cc32)cc1,-1%,-5%
COc1ccccc1NC(=O)CSC1=Nc2ccccc2C2=NC(CC(=O)NCc3ccc4c(c3)OCO4)C(=O)N12 (centres undefined),?,-4%
Cc1ccc(C(=O)c2sc(Nc3ccccc3)c(S(=O)(=O)c3ccccc3)c2N)c(C)c1,-1%,-9%
COc1ccc(NC(=O)c2ccc3c(=O)n4nc(Nc5cc(C)ccc5C)sc4nc3c2)cc1,0%,2%
CCCNC(=O)CSc1nc(-c2ccc(OC)cc2)cc(C(F)(F)F)n1,-2%,7%
CCN1CCN(c2ncnc3c2cnn3-c2ccc(C)c(C)c2)CC1,-1%,1%
O=C1c2oc3ccccc3c(=O)c2C(c2ccccc2)N1Cc1ccc2c(c1)OCO2 (centres undefined),-15%,1%
Cc1cc(C)c(NC(=O)CSc2nnc3[nH]c(=O)cc(C)n23)c(C)c1,2%,-1%
